# mIAP act: increases mouse intestinal alkaline phosphatase activity | muIAP, CDP-Star luminescence, 30 min; hits give high values; 1 = vehicle-only enzyme signal, 0 = enzyme-free wells | activation factor at 10 µM | 330,000 tested, 0.24% active | AID 2805;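 active means activation factor of at least 2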; further: the source names both 10 and 20 µM as test concentration; values of inactives mirror those of a sister screen read the other way
#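 Assay system: mouse IAP enzyme; reagent: chemiluminescent substrate CDP-Star; dosing: test compounds delivered from DMSO solution; schedule: 30 min at room temperature; measured by: luminescence from enzymatic CDP-Star hydrolysis; controls: DMSO-only wells and no-enzyme negative control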
# A3A deaminase: blocks human APOBEC3A ssDNA deamination; P31941; recombinant A3A, FAM/TAMRA ssDNA deamination fluorescence; inhibition, % at 20 µM; 330,000 tested, 0.41% active;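 active means at least 40% inhibition at 20 µM here, with at most 30% in a related deaminase screen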;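 further: plate controls were A3A with DMSO for no effect and wells lacking A3A enzyme for full effect; some results filed as inactive read as strong as hits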
# Target sequence (P31941 whole entry, looked up): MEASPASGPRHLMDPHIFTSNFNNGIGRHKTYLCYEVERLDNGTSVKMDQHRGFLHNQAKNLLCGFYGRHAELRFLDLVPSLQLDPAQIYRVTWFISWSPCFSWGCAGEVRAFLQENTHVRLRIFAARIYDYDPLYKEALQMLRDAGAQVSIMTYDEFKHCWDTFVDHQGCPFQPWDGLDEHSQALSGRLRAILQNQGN
# beta cell repl: induces beta-cell replication in MIN6 cells; proliferation, % at 10 µM; MIN6 cells proliferation, ATPlite luminescence, 48 h; cells starved in 0.2% serum; 100% = growth in 10% serum; 330,000 tested, 0.29% active;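 active means compounds whose signal lies at least 3.5 SD above the mean of all wells on their plate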;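 further: 0% = DMSO-treated cells in low-serum medium and 100% = 10% serum control; some compounds called inactive have numbers as strong as hits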
# ATG4B inhibitor: inhibitors of human ATG4B cysteine protease; ATG4B cleavage of LC3-PLA2, NBD-HPC fluorescence, 1 h; inhibition, % at 8.33 µM; Q9Y4P1; 340,000 tested, 0.51% active; in the data active means inhibition above about 40%
# Target sequence (Q9Y4P1 whole entry, looked up): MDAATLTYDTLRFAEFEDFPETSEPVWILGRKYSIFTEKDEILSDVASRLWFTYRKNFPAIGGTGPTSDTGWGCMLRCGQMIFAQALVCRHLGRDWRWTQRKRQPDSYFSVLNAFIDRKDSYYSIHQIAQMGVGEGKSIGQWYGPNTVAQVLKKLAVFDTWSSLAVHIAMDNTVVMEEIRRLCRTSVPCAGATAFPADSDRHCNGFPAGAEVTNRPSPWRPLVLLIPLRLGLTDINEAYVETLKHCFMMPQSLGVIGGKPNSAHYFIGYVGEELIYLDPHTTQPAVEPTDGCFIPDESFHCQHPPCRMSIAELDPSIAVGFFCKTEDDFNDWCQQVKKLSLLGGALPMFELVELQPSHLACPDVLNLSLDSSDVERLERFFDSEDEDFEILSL
# hIAP act: human IAP activation. 330,000 tested, 0.16% active. activation factor at 10 µM. purified human IAP, CDP-Star luminescence, 30 min; hits give high values; 1 = vehicle-only enzyme, 0 = enzyme-free background;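 active means activation factor of the enzyme at least 2-fold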; further: the source names both 10 and 20 µM as test concentration; values of inactives mirror those of a sister screen read the other way
# hIAP block: blocks human intestinal alkaline phosphatase | 330,000 tested, 0.12% active | inhibition, % at 10 µM | purified IAP, CDP-Star luminescence, 30 min;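 active means inhibition reaching a set limit with compound at 10 µM in the primary screen, cut at about 35% in these data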;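 further: plate controls were DMSO wells with enzyme for no effect and no-enzyme buffer wells for full effect; values of inactives mirror those of a sister screen read the other way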
# MPTP inh: permeability transition pore inhibition | AID 602449 | 360,000 tested, 1.4% active | isolated mouse mitochondria, Ca2+ swelling absorbance, 30 min | inhibition, % at 10 µM;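 active means inhibition of 50% or more, scaled per plate between neutral and stimulator controls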;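 further: 0% = DMSO wells given calcium and 100% = 1 mM EGTA wells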
# A3G deaminase: APOBEC3G (human) deaminase inhibition; Q9HC16; recombinant A3G, ssDNA deamination FAM/TAMRA fluorescence; inhibition, % at 20 µM; 330,000 tested, 0.28% active;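 active means inhibition of at least 40% at 20 µM, with no more than 30% in the related APOBEC3A deaminase screen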;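 further: plate controls were DMSO wells with A3G for no effect and wells lacking A3G enzyme for full effect; some compounds called inactive have numbers as strong as hits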
# Target sequence (Q9HC16 whole entry, looked up): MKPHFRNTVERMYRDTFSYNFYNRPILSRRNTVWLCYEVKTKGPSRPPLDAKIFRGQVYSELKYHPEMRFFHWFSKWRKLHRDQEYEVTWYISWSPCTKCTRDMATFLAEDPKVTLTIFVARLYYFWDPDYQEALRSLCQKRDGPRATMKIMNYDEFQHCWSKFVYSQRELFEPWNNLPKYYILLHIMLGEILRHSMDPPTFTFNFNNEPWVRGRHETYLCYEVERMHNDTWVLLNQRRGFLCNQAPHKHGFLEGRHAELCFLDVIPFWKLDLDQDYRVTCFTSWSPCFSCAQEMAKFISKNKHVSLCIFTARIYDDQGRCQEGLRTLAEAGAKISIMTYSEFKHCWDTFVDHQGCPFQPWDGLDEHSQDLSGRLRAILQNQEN
# mIAP inh: blocks mouse intestinal alkaline phosphatase; AID 2806; purified mouse IAP, CDP-Star luminescence, 30 min; inhibition, % at 10 µM; 330,000 tested, 0.2% active;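 active means inhibition of at least 40% at 10 µM in the primary screen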;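 further: plate controls were DMSO with enzyme for no effect and no enzyme wells for full effect; values of inactives mirror those of a sister screen read the other way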
# Numbers without * were called inactive.
SMILES,mIAP act,A3A deaminase,beta cell repl,ATG4B inhibitor,hIAP act,hIAP block,MPTP inh,A3G deaminase,mIAP inh
CN(CCOC(=O)c1cccc(F)c1)Cc1ccccc1,0.888,-3.6,1.7,-1.4,0.871,12.9,1.9,-8.7,11.2
CSc1ccc(C(=O)NCC(=O)O)cc1[N+](=O)[O-],1.02,6.7,-3.0,-1.6,1.02,-2.4,-0.6,-1.6,-2.3
CNC(=O)COC(=O)c1ccc(OCC(=O)Nc2ccccc2OC)c(OC)c1,1.05,-2.3,2.6,-7.3,1.27,-27.4,-0.4,-9.4,-5.4
CC(C)CN(C(=O)CCNC(=O)c1ccc([N+](=O)[O-])cc1)C1CCS(=O)(=O)C1 (stereo not drawn),0.977,-1.5,0.6,-2.8,1.1,-10.5,-2.0,-4.6,2.3
C/C(=C\c1ccccc1)C(=O)NC1CCSC1=O (stereo not drawn),1.09,2.3,-1.2,12.2,1.07,-7.4,-3.5,-1.6,-8.6
Cn1nc(C(F)(F)F)c(/C=N/OC(=O)c2ccccc2Cl)c1SCc1ccccc1Cl,0.985,-1.3,-6.1,2.0,0.948,5.2,4.2,-5.1,1.5
O=C(CN1C(=O)C2C3C=CC(C3)C2C1=O)Nc1ccc2nccnc2c1 (stereo not drawn),1.01,-6.6,2.1,-7.6,0.862,13.8,-1.4,-9.4,-0.9
CC(C)CCNc1nc2ccccc2nc1NS(=O)(=O)c1cccs1,0.912,1.3,-1.7,0.2,0.882,11.8,12.9,-1.8,8.8
O=C(OCC1OC(n2ncc(=O)[nH]c2=O)C(OC(=O)c2ccccc2)C1OC(=O)c1ccccc1)c1ccccc1 (stereo not drawn),1.01,4.6,-6.0,-1.6,1.28,-28.2,-0.4,1.8,-1.5
CCC(CC)c1nnc(NC(=O)C2CSC3(C)CCC(=O)N23)s1 (stereo not drawn),1,-1.2,2.0,-3.7,0.93,7.0,-0.5,-2.3,-0.3
NC(=O)c1cccc([N+](=O)[O-])c1,0.972,-2.0,3.7,-1.6,0.788,21.2,-0.2,-5.9,2.8
CCOC(=O)c1ccc(-c2ccc(/C=N/NC(=O)c3cncc(Br)c3)o2)cc1,0.847,-0.2,-4.7,1.1,0.938,6.2,9.9,1.5,15.3
C/C(=N\NC(=O)c1cccc(S(=O)(=O)N2CCCC2)c1)c1cccs1,1.05,0.9,-2.5,-12.4,0.932,6.8,-1.9,-3.1,-4.8
O=C(N1CCN(c2ccccc2F)CC1)C1(c2cccs2)CCOCC1,1.03,-0.4,0.0,4.6,0.932,6.8,3.5,-4.3,-3.1
O=C(COn1nnc2ccccc21)NCC1CCCCC1,0.987,1.1,-2.5,0.8,0.969,3.0,0.1,1.7,1.3
Cc1cc(C)nc(NS(=O)(=O)c2ccc(N3C(=O)c4ccccc4C3=O)cc2)n1,1.01,-3.6,0.0,-8.4,0.997,0.3,0.8,-12.3,-0.7
O=C(c1ccc(Cl)cc1)c1c[nH]c(C(=O)NNc2cccc(Cl)n2)c1,0.722,1.4,1.6,-0.7,1.46,-45.5,1.0,-0.1,27.8
Cc1nc(-c2ccccc2)nc2[nH]c(-c3ccccc3)cc(=O)c12,1.04,-0.3,-3.0,-11.3,0.968,3.2,2.2,-0.5,-4.4
CN(C)S(=O)(=O)N1CCN(S(=O)(=O)c2ccccc2)CC1,1.04,-2.2,-1.2,8.4,0.903,9.7,1.9,-4.5,-3.7
Cc1[nH]c2ccc(C(=O)NCCN3CCCCCC3)cc2c1C,1.02,-4.2,-4.4,-22.2,1.21,-21.4,-0.5,-4.1,-2.3

# Quoted from the listing:
# Entry for O=C(N1CCN(c2ccccc2F)CC1)C1(c2cccs2)CCOCC1 under beta cell repl: 0.0
# Entry for NC(=O)c1cccc([N+](=O)[O-])c1 under mIAP act: 0.972
# Entry for Cc1nc(-c2ccccc2)nc2[nH]c(-c3ccccc3)cc(=O)c12 under ATG4B inhibitor: -11.3

# (continued)
SMILES,mIAP act,A3A deaminase,beta cell repl,ATG4B inhibitor,hIAP act,hIAP block,MPTP inh,A3G deaminase,mIAP inh
CCCC(O)(CCN1CCOCC1)c1ccc(Cl)cc1 (stereo not drawn),1.06,8.5,-2.7,1.0,1.02,-2.0,-0.4,1.0,-6.5
Nc1ccn([C@@H]2O[C@H](COS(=O)(=O)O)[C@@H](O)[C@H]2O)c(=O)n1,1.17,-2.8,-3.9,-5.2,1.04,-3.8,-0.4,-9.5,-16.5
COc1ccc2c(c1)[C@H]1[C@H](CO2)[C@H](c2ccccc2)[C@]2(C)C(=O)Nc3ccc(Br)cc3C(=O)N12,1.08,-0.5,-5.6,3.3,0.819,18.0,-0.2,-7.8,-7.6
COc1ccc(C2c3c(-c4ccccc4)n[nH]c3C(=O)N2c2ccc(C(=O)O)cc2)cc1 (stereo not drawn),0.875,3.1,-2.1,0.1,1.01,-0.7,3.1,-2.0,12.5
CCOc1ccc(OCCCC(=O)ON=C(N)c2ccccc2Cl)cc1,1.03,0.2,2.1,12.4,1.04,-3.6,-0.3,-6.9,-3.4
COc1cc(CNS(=O)(=O)c2ccc3c(c2)CC(C)N3C(=O)C2CCC2)cc(OC)c1OC (stereo not drawn),1.04,-2.8,-0.5,-8.3,1.06,-5.6,7.0,-4.0,-4.5
C=CCOC(=O)C1=C[C@H](c2csc3ccccc23)C[C@H](OCCCCO)O1,0.927,2.9,3.0,2.4,0.77,23.0,2.4,-0.7,7.3
Cc1cc(NC(=O)c2ccccc2)n(-c2ccccc2)n1,0.891,-4.0,-1.1,-6.8,0.934,6.6,-0.5,-8.5,10.9
Nc1nc(NC(=O)c2cccs2)nn1-c1ccccc1,0.935,1.4,-0.9,-0.4,1.11,-10.7,-7.3,1.1,6.5
Cc1cc(N2C(=O)CCC2=O)n(-c2ccccc2)n1,0.988,1.7,2.3,-0.9,0.954,4.6,0.7,-2.5,1.2
COC(=O)c1ccc(NC(=O)C2C3C=CC(O3)C2C(=O)O)cc1 (stereo not drawn),0.979,0.7,-1.8,-13.1,1.07,-7.5,0.0,-2.6,2.1
CC[C@@]12C(=O)N(c3cccc(Br)c3)C(=O)N1[C@H](c1ccc(Cl)cc1)[C@@H]1C(=O)N(C3CCCCC3)C(=O)[C@@H]12,0.948,-0.1,-7.6,-6.0,0.821,17.9,0.0,-4.7,5.2
Nc1nnc(SCC(=O)NCCNC(=O)CSc2nnc(N)s2)s1,1.02,8.7,-2.3,5.5,1.06,-6.5,-0.2,-13.0,-2.0
CCCCN(C(=O)c1cccc(S(=O)(=O)N2CCN(C)CC2)c1)c1c(N)n(CC(C)C)c(=O)[nH]c1=O,0.99,-3.8,-3.9,3.1,1.13,-13.1,-0.6,-3.4,1.0
Cc1cccc(NC(=O)CCCCCN2C(=O)c3ccccc3C2=O)n1,0.961,0.5,-2.5,6.8,1.17,-17.3,3.2,3.1,3.9
CC/C(=N\NC(=O)c1nnn(-c2nonc2N)c1-c1cccs1)c1ccccc1,0.855,-1.3,4.8,-2.9,0.665,33.5,-2.6,-1.4,14.5
COc1cccc(-c2nnn(CC(=O)Nc3cc(OC)c(NC(=O)c4ccco4)cc3OC)n2)c1,0.978,-3.9,-1.4,-13.3,0.925,7.5,-5.2,-4.7,2.2
COc1cccc(/C(C)=N/NC(=O)Cc2c(C)[nH][nH]c2=O)c1,0.902,-5.2,-3.6,-15.8,1.07,-6.8,0.8,-7.7,9.8
COc1ccc(C(=O)N/N=C/c2ccccc2C(=O)O)cc1OC,1.18,-4.0,-2.2,-2.8,1.15,-14.9,0.4,-1.3,-18.0
Cc1ccc(NC2SC(=O)N(Cc3cccc(C(=O)O)c3)C2=O)c(C)c1 (stereo not drawn),0.963,0.4,3.9,-1.3,0.919,8.1,0.4,-0.2,3.7
O=C(Nc1c2c(nn1-c1ccc([N+](=O)[O-])cc1)CS(=O)(=O)C2)c1ccccc1F,0.955,-2.6,2.8,3.7,0.869,13.1,-1.5,-5.0,4.5
CCOc1cc(/C=N/NC(=O)CCCC(=O)NC2CCCCC2)ccc1O,0.968,-1.2,-2.1,2.2,0.993,0.7,-0.2,-3.1,3.2
Cc1ccc(S(=O)(=O)N2CCN=C2SCc2ccccc2)cc1,0.915,-0.6,0.2,-4.5,0.855,14.5,1.3,-6.1,8.5
Cc1ccc(C(=O)Nc2ccc(N3CCOCC3)c3nonc23)cc1[N+](=O)[O-],0.952,-5.8,1.0,-2.4,0.949,5.1,-0.3,-7.1,4.8
O=C(C1CCN(c2ccc(N3CCOCC3)nn2)CC1)N1CCN(c2ccc(F)cc2)CC1,0.975,-1.5,-2.5,-12.3,0.776,22.4,1.5,-5.2,2.5
CCCCn1c(N)c(N(CCOC)C(=O)COC(=O)COc2cccc(C(C)=O)c2)c(=O)[nH]c1=O,0.909,-1.7,8.9,-10.4,1,0.0,-0.1,-7.9,9.1
O=C(Nc1cccc(-c2nn[nH]n2)c1)c1ccc(Cl)s1,0.95,-0.2,1.2,-1.2,0.899,10.1,0.5,-5.1,5.0
COCCNC(=O)CN(C(=O)Cn1nnc2ccccc21)c1ccc(C)c(F)c1,0.959,-4.0,-2.9,1.3,0.893,10.7,-1.9,-3.4,4.1
CCC1(C(=O)OC)NC(c2cccc(F)c2)C2C(=O)N(C)C(=O)C21 (stereo not drawn),0.977,4.7,-3.1,-7.7,1.01,-1.3,-0.9,-0.9,2.3
CCCn1nnc(NC(=O)c2sc3ccccc3c2Cl)n1,0.927,-3.4,-4.0,-7.5,0.871,12.9,-0.2,-9.7,7.3
O=C(NCc1ccco1)c1ccc2c(=O)n(-c3ccccc3)c(=S)[nH]c2c1,0.906,-3.9,-0.9,7.5,1.06,-6.1,1.2,-8.1,9.4
Cc1cc(C(=O)NCc2cc(F)cc3c2OCOC3)nn1C,1.07,-0.7,1.4,9.1,1.05,-5.5,0.4,-9.3,-7.2
CC(C)c1ccccc1OCCCCCNCCO,0.977,-4.5,-1.7,-6.5,1.22,-21.9,0.8,-3.3,2.3
Cc1ccc(CC(=O)NCC(C)C)cc1,1.01,2.0,-1.2,-5.7,1.01,-1.2,-0.7,-1.9,-1.3
O=C(NCCCn1ccnc1)/C(=C/c1cccnc1)NC(=O)c1ccco1,0.997,4.9,-0.7,-1.4,1.08,-7.6,1.2,5.9,0.3
CCc1ccccc1OCc1nnc(N)s1,0.982,2.5,-0.3,8.3,1.02,-1.7,2.9,-5.6,1.8
COc1ccccc1-n1c(SCC(=O)N(C)C2CCS(=O)(=O)C2)nc2ccccc2c1=O (stereo not drawn),1.13,-1.5,-0.1,-12.8,0.948,5.2,0.5,-4.9,-13.0
CN(C)S(=O)(=O)Nc1cccc(NC(=O)CC23CC4CC(CC(C4)C2)C3)c1,0.958,4.3,0.2,8.7,0.84,16.0,0.0,-3.2,4.2
COc1ccccc1/C=C\C(=O)NCC(=O)N/N=C(/C)c1cccc([N+](=O)[O-])c1,1.04,-0.4,-0.2,-14.7,0.915,8.5,-0.5,-3.5,-3.6
Cc1cc(C(=O)OCC(=O)Nc2c(F)cccc2F)c(C)n1-c1ccccc1,1.08,5.1,-2.9,4.8,1.05,-4.9,20.5,-2.4,-7.6
Cc1ccc(S(=O)(=O)N2C(=O)CCC2C(=O)N2CCCCC2)cc1 (stereo not drawn),1.02,-5.4,0.9,-5.4,1.16,-15.8,-0.9,-6.7,-1.6
CCCC(=O)Nc1ccc(C#Cc2ccccc2)cc1,1.25,1.4,-3.6,-6.7,0.813,18.7,18.3,0.3,-24.9

# High-throughput results deposited in PubChem BioAssay by Sanford-Burnham Center for Chemical Genomics.
